Screens: PubChem, National Center for Advancing Translational Sciences (NCATS)
TRPV1 agonist – agonists of human vanilloid receptor 1 (TRPV1); Q8NER1; TRPV1-expressing cells, Fluo-8 calcium influx, agonist mode; activation, % at 8.33 µM; 320,000 compounds, 0.19% hits; AID 540275; in the data active = activation above about 80%; inconclusive = between about 30% and that limit; also: 0% is about no effect
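Cells expressing TRPV1 were dye-loaded with Fluo-8 and read kinetically: 10 s baseline, 3 min after compound (agonist portion), then 2 min after EC20 capsaicin (allosteric enhancer portion). Calcium-bound dye fluorescence at 480/520 nm.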
MLL CXXC-DNA inh – inhibitors of human MLL CXXC domain-DNA interaction; AID 2662; Q03164; Potency, µM (highest dose often 115 µM), for the others: at the highest dose activity change, negative = inhibition, hits mostly inhibitors; MLL-CXXC / FITC-HOXA9 DNA fluorescence polarization; 290,000 compounds, 0.037% hits; active = well fitted inhibition curve with a large enough effect in the polarisation, with a control signal flat, not every such curve was filed as active; inconclusive = small, poorly fitted or top-dose-only effect, or effect the other way, or a change in a side signal; inactive = no such curve, though single readings can be large or run the other way; the % refers to the polarisation; also: potency is read from the fitted curve at half-maximal effect
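Steps: dispense CXXC domain solution (7 uM) → pin compounds or unlabeled HOX-A9 DNA control → 5 min ambient → add FLSN-HOX-A9 solution (50 nM) → spin → 30 min ambient → fluorescence polarization. Tris pH 7.5/NaCl/DTT/BSA buffer.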
TCR act – activators of T cell receptors; Potency, µM (doses to about 9.22 µM), inactives show at the highest dose activation of IL-2 secretion, most hits filed as activators; AID 504894; 330,000 tested, under 10 active; primary human leukocytes, anti-CD3, IL-2 HTRF, 48 h; also: % of control where 0% means no effect
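Primary human leukocytes receive a-CD3 beads and test compound and are incubated 48 hr. Secreted IL-2 is then assayed by HTRF, measuring 665nm acceptor emission after 320nm excitation of the europium donor.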
ELG1 DNA repair – inhibitors of ELG1-dependent DNA repair in HEK293T cells | HEK293T ELG1-luciferase reporter, luminescence, 16 h; DNA damage induced by 5-fluorouridine | Potency, µM (doses to about 46.1 µM), for the others: at the highest dose activity change, negative = inhibition, usual class: inhibitors | 330,000 compounds, 2.3% hits; also: potency is read from the fitted curve at half-maximal effect; % is scaled to controls: 0 for no effect and ±100 for the full control effect; nearly all actives have a fitted effect of over 55% in size
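Luminescence from the luciferase reporter, measured 30 min after ONE-Glo reagent at room temperature, was the read-out. Beforehand, 2,000 cells per well were exposed for 16 hr at 37 °C to 5-fluorouridine together with compound or vehicle.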
p53 reactivation – mutant p53 re-activation in reporter cells; H1299 p53-A138V BP100-luciferase reporter, luminescence, 24 h; Potency, µM (highest dose often 92.2 µM), without a hit: at the top dose activity change, positive = activation, most hits filed as activators; 320,000 compounds, 0.063% hits; also: potency is read from the fitted curve at half-maximal effect; % of control where 0% means no effect; nearly all actives have a fitted effect of over 45% in size
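H1299 (p53-null), stable ts p53-A138V + BP100-Luc; 1000 cells/well, Opti-MEM/10% FBS; cpd 4 pt, 1:5; 24 h, 37 deg C, 5% CO2; detection reagent 10 min RT; luminescence.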
BRCA1 expr up – BRCA1 expression activation | MCF7-BRCA1-FFLuc reporter, luminescence, 48 h; response scale: scaled: vehicle 0%, 10 µM genistein 100% | Potency, µM (top dose mostly 46.1 µM), without a hit: at the top dose activation, hits mostly activators | 380,000 compounds, 1.1% hits; also: potency is read from the fitted curve at half-maximal effect; nearly all actives have a fitted effect of over 80% in size; some results filed as inactive show a strong effect at the top dose
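MCF7 cells carrying a BRCA1-firefly luciferase reporter (2000 cells/well, phenol-red free MEM) were attached for 2 h at 37 °C, then given compounds for 48 h. Luminescence was read 15 min after luciferase reagent; activity normalized to genistein (10 microM) and DMSO.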
AT treatment – candidate therapy for ataxia-telangiectasia; […] A-T fibroblasts, KAP-1 phosphorylation AlphaLISA; neocarzinostatin DNA damage 30 min before lysis; Potency, µM (doses to about 57.5 µM), for the others: at the highest dose activation, actives largely listed as activators; 320,000 compounds, 0.19% hits; AID 485349; also: potency is read from the fitted curve at half-maximal effect; % of control where 0% means no effect; nearly all actives have a fitted effect of over 45% in size
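hTERT-immortalized A-T patient fibroblasts ([…]), 500 cells/well in OPTI-MEM, 1% FBS, got compounds for 60 min, then NCS for 30 min at 37C. Lysates were then assayed for phospho-KAP-1 by AlphaLISA (anti-pKAP1 donor, anti-KAP1 acceptor beads), 6 hr at 25C.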
PTAP TSG101 blk – blocks PTAP/TSG101 interaction to inhibit HIV-1 budding; 340,000 tested, under 10 active; Potency, µM (titrated, usually from 115 µM), for the others: at the highest dose activity change, negative = inhibition, hits mostly inhibitors; Fluorescence polarization, FITC-PTAP peptide / Tsg101 binding; Q99816; active = well fitted inhibition curve with a large enough effect in the main read-out, with a control signal flat, not every such curve was filed as active; inconclusive = small, poorly fitted or top-dose-only effect, or effect the other way, or a change in a side signal; inactive = no such curve, though single readings can be large or run the other way; also: potency is read from the fitted curve at half-maximal effect; % of control where 0% means no effect
Target sequence (Q99816 whole entry, looked up): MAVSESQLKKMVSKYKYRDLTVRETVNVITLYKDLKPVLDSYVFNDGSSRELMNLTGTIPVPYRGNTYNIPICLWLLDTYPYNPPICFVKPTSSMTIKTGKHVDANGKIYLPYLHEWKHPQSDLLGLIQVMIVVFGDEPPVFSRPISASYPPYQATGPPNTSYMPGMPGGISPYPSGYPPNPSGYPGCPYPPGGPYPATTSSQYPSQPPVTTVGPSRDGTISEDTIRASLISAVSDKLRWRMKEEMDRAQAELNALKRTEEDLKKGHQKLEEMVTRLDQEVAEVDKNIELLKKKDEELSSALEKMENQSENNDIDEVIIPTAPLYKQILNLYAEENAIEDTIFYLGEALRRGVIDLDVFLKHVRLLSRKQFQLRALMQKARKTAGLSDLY
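Tsg101 binding domain (10 uM final) was mixed with compound and a FITC-labeled PTAP peptide (50 nM final) in HEPES pH 7.5 buffer with NaCl, Tween 20, EDTA and TCEP; fluorescence polarization was read after 20 min at r.t.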
Integrin act MD – activates integrin-mediated alleviation for muscular dystrophy; Potency, µM (series often up to 38.3 µM), without a hit: top-dose activation, actives largely listed as activators; alpha7betagal myoblasts, beta-gal FDG fluorescence, 48 h; 350,000 compounds, 0.064% hits;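 also: potency is read from the fitted curve at half-maximal effect; 100% = response of the positive control SU9516; nearly all actives have a fitted effect of over 60% in size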
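alpha7betagal+/- myoblasts (passage 13, 250/well) treated 48 h at 37C with compounds at 1:260 dilution of DMSO stock. Lysed, then beta-galactosidase activity read as FDG fluorescence (ex 480/em 540) after 30 min, with pre-read for autofluorescence.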
B2AR arrestin – beta2AR (human) beta-arrestin recruitment activity; P07550; beta-arrestin recruitment to beta2AR, cell-based reporter; Potency, µM (series often up to 46.1 µM), inactives show at the top dose activation, actives largely listed as activators; 330,000 compounds, 0.02% hits;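 also: potency is read from the fitted curve at half-maximal effect; 0% = DMSO controls and full agonism = EC100 isoproterenol or metaproterenol; nearly all actives have a fitted effect of over 65% in size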
Target sequence (P07550 whole entry, looked up): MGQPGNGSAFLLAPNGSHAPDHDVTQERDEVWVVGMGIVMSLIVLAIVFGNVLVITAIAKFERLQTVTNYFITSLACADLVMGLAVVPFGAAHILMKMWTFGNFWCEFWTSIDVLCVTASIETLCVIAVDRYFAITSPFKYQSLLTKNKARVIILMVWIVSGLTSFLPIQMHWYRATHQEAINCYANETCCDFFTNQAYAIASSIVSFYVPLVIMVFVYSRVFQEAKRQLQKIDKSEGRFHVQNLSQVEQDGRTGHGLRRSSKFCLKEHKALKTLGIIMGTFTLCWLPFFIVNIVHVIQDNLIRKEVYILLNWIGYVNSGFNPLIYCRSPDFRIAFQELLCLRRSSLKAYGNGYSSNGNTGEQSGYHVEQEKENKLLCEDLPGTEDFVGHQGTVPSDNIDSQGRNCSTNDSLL
Starred values were filed as active, the others as inactive; ? = inconclusive; . = no result given; & = joins results of further samples; [ ] = another dose, or the depositor's remark. Unless noted, calls follow the shape of the dose curve; as a rule, active = well fitted curve in the direction sought with a large enough effect; inconclusive = small, poorly fitted or top-dose-only effect, or another doubt; inactive = no such curve, though single readings can be large; an effect the other way counts as inactive or inconclusive.

Structure	TRPV1 agonist	MLL CXXC-DNA inh	TCR act	ELG1 DNA repair	p53 reactivation	BRCA1 expr up	AT treatment	PTAP TSG101 blk	Integrin act MD	B2AR arrestin
Cn1c(OCc2cccnc2)nc2c1c(=O)n(Cc1ccc(Br)cc1)c(=O)n2C	11	7%	-1%	16µM*	-5%	-61%	8%	-5%	-6%	0.1%
CCC1(c2ccc(Cl)cc2)NC(=O)N(CC(=O)N2CCN(C(=O)c3ccco3)CC2)C1=O (stereo not given)	.	.	-1%[46.1 µM]	?	-7%	-11%	5%	-2%	-9%	0.1%
NCc1c(O)ccc2ccccc12	-3	0%	.	16%	2%	.	-1%	.	.	-0.7%
COc1ccc(C(=O)O/N=C(/c2cccs2)C(C)(C)C)cc1	?	5%	-7%	14%	1%	17%	3%	0%	20%	-0.3%
Cc1ccc(C(OCC(O)CN2CCCCC2)c2ccccc2)cc1 (stereo not given)	-1	2%	9%	-1%	-5%	-6%	5%	0%	-21%	0.6%
CC(=O)c1ccc(NC(=O)CCc2c(C)nn(-c3ccc(N4CCOCC4)nn3)c2C)cc1	-2	8%	3%	?	20%	54%&87%	-1%	-6%	-20%	0.3%
CCC(C)NC(=O)CCC(=O)NNc1nc2ccccc2c2nc(C)nn12 (stereo not given)	-1	0%	-11%[46.1 µM]	4%	-5%	0%&-20%	-5%	0%	3%	-0.2%
CSCCC(NC(=O)c1ccc(Cl)cc1Cl)C(=O)NCc1ccccn1 (stereo not given)	1	8%	-3%	0%	16%	-7%	10%	-1%	12%	0.8%
C=CCN1c2ccccc2[C@]23C[C@@H](C(=O)OC)N(C(=O)NCCC)C2=NC(C(=O)OC)=C(C(=O)OC)[C@H]13	-3	11%	-57%	7%	-1%	4%	-3%	1%	-28%	0.2%
Cc1nc(NC(=O)c2ccccc2)sc1-c1csc(NCc2ccccc2)n1	3	38%[activator]	3%	21µM*	13%	-35%	0%	-5%	22%	0.0%
CCn1c(=O)n(CC(=O)Nc2ccc(F)cc2)c(=O)c2ccccc21	4	3%	-3%	-4%	-6%	7%	-6%	-2%	35%	-0.6%
CC1Oc2ccccc2OC1(O)c1ccc2ccccc2n1 (stereo not given)	3	-10%	-1%[46.1 µM]	2%	-5%	-14%	3%	-1%	-27%	0.0%
FC(F)(F)c1ccc(Cl)c(-n2c(-c3cc(-c4ccco4)[nH]n3)n[nH]c2=S)c1	-2	-8%	4%	5%	-2%	-9%	-7%	2%	21%	0.4%
Cc1nc2ccc(S(=O)(=O)N(C)CC(=O)NCc3ccc4c(c3)OCO4)cc2s1	6	2%	-38%	1%	5%	-3%	-3%	-1%	2%	-0.3%
COc1ccccc1/C=C/C(=O)NC1CC2CCC1C2 (stereo not given)	10	-8%	.	5%	.	27%	-2%	-5%	-4%	0.0%
Cc1ccc(C(=O)Nc2ncccc2O)cc1S(=O)(=O)N1CCCCC1	?	.	-19%	3%	3%	-2%	-9%	0%	-4%	-0.2%
CSCCC(NS(=O)(=O)c1ccccc1F)C(=O)N1CCCCCC1 (stereo not given)	-1	10%	1%	10%	-2%	0%	-10%	-3%	-19%	-0.2%
Oc1csc(Cc2nc(-c3ccc4ccccc4c3)cs2)n1	4	24%	1%	?	4%	22%	7%	-5%	-50%[inhibitor]	0.1%
Cn1c(=O)n(C)c2cc([N+](=O)[O-])c(N3CCN(C(=O)c4ccccc4Cl)CC3)cc21	0	-1%	5%	?	1%	-71%	-1%	-6%	-51%[inhibitor]	-0.8%
O=C(c1cccc(C(F)(F)F)c1)N1CCC(O)(CS(=O)(=O)Cc2ccccc2Cl)CC1	12	-6%	2%	-29%	-2%	-25%	0%	-9%	-8%	-0.8%
CCOC(=O)c1sc(N/N=C/c2ccc(N(C)C)cc2)nc1C	3	9%	-7%	3%	.	0%	3%	-1%	0%	0.1%
CCOc1ccc(-n2c(SCC(=O)NCc3ccco3)nc3ccccc3c2=O)cc1	10	1%	-5%	-10%	-2%	0%	-1%	-3%	-20%	0.0%
CCOC(=O)c1oc2nc(C)c3c(c2c1N)CC(C)(C)OC3	10	11%	.	21%	5%	4%	17%	-6%	0%	-0.6%
COc1cc(CN2CCN(Cc3ccc(C)cc3)CC2)c([N+](=O)[O-])cc1OC	1	-1%	7%	21µM*	-6%	-17%	-13%	0%	-50%[inhibitor]	0.2%
O=[N+]([O-])c1cccnc1N1CCC(c2cc(-c3ccc(Cl)cc3Cl)n[nH]2)CC1	-1	0%	-53%	?	8%	-83%	-1%	1%	-51%[inhibitor]	-0.2%
O=C(NCCc1ccccc1)c1coc(=O)c(Br)c1	6	-3%	2%	?	-14%	-102%[inhibitor]	-2%	-12%	3%	8.9%
C#CCCOC(=O)N1C2=NC(C(=O)OC)=C(C(=O)OC)[C@@H]3N(C)c4ccc(OC)cc4[C@]23C[C@H]1C(=O)OC	.	.	4%	.	.	-22%	.	0%	-12%	.
COc1cccc2sc(Nc3nc(-c4ccncc4)cs3)nc12	4	15%	4%	?	-2%	-62%	3%	0%	-37%[inhibitor]	-0.1%
Cc1cc(C)cc(NC(=S)NCc2ccc3c(c2)OCO3)c1	.	.	-79%	.	.	-21%	.	-7%	-5%	.
CCN(C(=O)C1CCCN(c2nc(-c3ccc(OC)cc3)no2)C1)c1ccccc1F (stereo not given)	18	-4%	2%	?	.	-16%	12%	-1%	-8%	-0.4%
CCCCn1c(=O)[nH]c(=O)c2c1nc(-c1ccc3ccccc3c1)n2CC	13	-2%	.	?	-2%	-11%	-3%	-2%	4%	-0.3%
N/C(=N\OC(=O)c1ccc2ccccc2c1)c1cccc([N+](=O)[O-])c1	?	-8%	-8%	?	?	67%	5%	-6%	-4%	0.0%
CCCCn1c(NC(=O)c2ccccc2)nc2ccccc21	0	-9%	.	5%	?	-41%	9%	-3%	-50%[inhibitor]	-0.3%
Oc1ccc2c(c1)oc1cc(O)ccc12	-3	3%	.	?	?	43%	15%	0%	-42%	-0.2%
COc1ccc(C2NC(=O)NC(C)=C2C(=O)OC2CCC(C)CC2)cc1 (stereo not given)	0	8%	-7%	?	-88%[inhibitor]	-12%	-1%	-5%	-15%	0.1%
CCn1c(Cc2ccc(OC)cc2)nnc1SCC(=O)N1CCN(c2ccccc2)CC1	2	15%	1%	?	-3%	-53%	-3%	-4%	-14%	-0.1%
COC(=O)c1ccccc1NC(=O)CN1CCC(NC(=O)c2ccc(C)cc2)CC1	?	15%	-6%	16µM*	-5%	10%	-4%	-4%	25%	-0.2%
CCN(CC)S(=O)(=O)c1cc(NC(=O)C(C)N(C)CC(=O)Nc2c(C)cccc2C)ccc1C (stereo not given)	2	9%	3%	21µM*	-5%	-44%	-3%	-1%	3%	-0.8%
CCOc1ccc(NC(=O)CC2C(=O)N(c3ccc(OC)cc3)C(=S)N2Cc2ccccn2)cc1 (stereo not given)	2	0%	3%	?	0%	-43%	-2%	-1%	3%	0.0%
FC(F)(F)c1ccc2c(c1)NCC1CCCN21 (stereo not given)	2	3%	-1%	18%	-4%	-37%	-5%	-5%	15%	-0.5%
CCCCn1c(=S)[nH]c2cc(S(=O)(=O)N3CCCCC3)ccc21	11	-2%	-2%	-5%	0%	-25%	0%	-1%	-29%	-0.2%
COCCNC(=O)CCc1nnc2ccc(N3CCC(C)CC3)nn12	0	-1%	-3%	8%	-4%	-2%	-8%	-1%	-14%	-0.4%
S=C(Nc1ccccc1)N1CCN(C(=S)c2ccccc2)CC1	-4	?	0%	?	18%	-24%	0%	-1%	-21%	-0.2%
O=S(=O)(Nc1ccc(O)c2ccccc12)c1ccc(OC(F)(F)F)cc1	.	.	3%	.	.	-128%[inhibitor]	.	-3%	-64%[inhibitor]	.
Cc1cc(NC(=O)c2ccco2)ncc1NC(=O)CCc1ccccc1	2	-5%	-8%	11%	7%	2%	-1%	-6%	-5%	-0.4%
CCC(Sc1nc2sc(C(=O)OC)c(C)c2c(=O)n1N)C(=O)N(CC)CC (stereo not given)	1	5%	-1%	4%	-1%	-67%	.	-2%	-28%	-0.2%
CCS(=O)(=O)N1CCCC(C(=O)NC2CCCCC2)C1 (stereo not given)	0	6%	4%	.	.	7%	.	-5%	-12%	0.5%
CC(C)c1ccc(NC(=O)Cn2ncn3c(cc4ccccc43)c2=O)cc1	?	18%	-3%	0%	-3%	-40%	0%	3%	0%	-0.9%
